Fam108B counter – blocks mouse Fam108B hydrolase in RBBP9 counter-screen; recombinant Fam108B, FP-Rh probe fluorescence polarization; inhibition, % at 9.51 µM; actives 0.33% (n = 300,000);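 active means inhibition above the screen mean inhibition plus 3 SD, computed separately per campaign, cut at about 18% in these data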;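 further: inhibitors lower polarization as less probe binds the enzyme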
MEX-5 binding – C. elegans MEX-5 TCR-2 RNA binding activity; Q9XUB2; MEX-5/FITC-TCR2 RNA binding, fluorescence polarization; hits give low values; activity score (negative = inhibition of binding), % at 10 µM; actives 0.38% (n = 300,000); AID 1832;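 active means inhibition past about -25% in most replicates, and total fluorescence under double the plate's negative control median, limit read from the data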;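 further: 0% = DMSO and -100% = 5 µM competing unlabeled TCR2 RNA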
GLD-1 RNA inh – GLD-1-TGE RNA interaction inhibition (C. elegans); Q17339; purified GLD-1 + fluorescein TGE RNA, fluorescence polarization; inhibition, % at 5.96 µM; actives 0.44% (n = 320,000); AID 2280;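 active means percent inhibition above a per-plate cutoff, the plate mean of test compounds plus 3 SD, cut at about 30% in these data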;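 further: 0% = DMSO wells with GLD-1 and probe and 100% = wells lacking GLD-1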
Target sequence (Q17339 whole entry, looked up): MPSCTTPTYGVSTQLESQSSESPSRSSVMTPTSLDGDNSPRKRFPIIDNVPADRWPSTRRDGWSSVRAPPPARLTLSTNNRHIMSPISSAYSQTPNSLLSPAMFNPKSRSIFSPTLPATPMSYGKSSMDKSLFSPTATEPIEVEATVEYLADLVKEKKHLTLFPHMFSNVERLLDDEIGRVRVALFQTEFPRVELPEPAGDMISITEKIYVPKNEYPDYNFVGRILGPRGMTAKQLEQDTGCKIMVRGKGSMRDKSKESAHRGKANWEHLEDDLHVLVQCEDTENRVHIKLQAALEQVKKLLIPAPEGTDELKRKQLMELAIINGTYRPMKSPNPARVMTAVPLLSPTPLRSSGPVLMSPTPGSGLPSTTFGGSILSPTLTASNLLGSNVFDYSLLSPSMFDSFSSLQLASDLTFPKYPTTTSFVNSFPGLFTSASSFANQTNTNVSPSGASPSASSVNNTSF
VLA-4 inh – inhibition in a human VLA-4 binding assay; VLA-4 expressing cells, ligand binding flow cytometry; actives 0.2% (n = 330,000); inhibition, % (about 7 µM as worked out from the volumes in the protocol); P13612; AID 2557; in the data active means inhibition above about 50%
Efflux pump mplx – inhibitors of Candida antifungal efflux pumps expressed in yeast. S. cerevisiae Candida pump triplex, Nile Red efflux. actives 0.44% (n = 330,000). inhibition, % at 10 µM;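 active means plate passing quality check with inhibition over a set limit, or well fluorescence over plate mean plus 4 SD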;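 further: Nile Red retained in pooled yeast measured as flow cytometry median fluorescence; 0% = buffer negative control and 100% = Enniatin B positive control; higher means more Nile Red kept so more efflux inhibition; some compounds called inactive have numbers as strong as hits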
Bcl-xL primary – blocks human Bcl-xL binding to Bim BH3 peptide; Q07817; GST-Bcl-xL / FITC-Bim BH3 peptide fluorescence polarization; inhibition, % at 10.9 µM; actives 0.7% (n = 320,000);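 active means inhibition above the mean of all tested compounds plus 3 SD, cutoff set per campaign, cut at about 30% in these data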;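 further: 0% = DMSO wells and 100% = unlabeled Bim-BH3 peptide competitor; inhibitors lower millipolarization by displacing the labeled peptide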
Target sequence (Q07817 whole entry, looked up): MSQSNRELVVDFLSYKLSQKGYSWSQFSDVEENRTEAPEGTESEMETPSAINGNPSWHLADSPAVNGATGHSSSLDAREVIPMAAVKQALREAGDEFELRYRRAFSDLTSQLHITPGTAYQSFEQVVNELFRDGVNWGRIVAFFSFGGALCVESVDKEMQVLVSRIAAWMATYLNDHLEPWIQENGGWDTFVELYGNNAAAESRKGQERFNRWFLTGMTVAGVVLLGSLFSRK
MCL1 BIM primary – MCL1-BIM-BH3 interaction inhibition (human); GST-MCL1 / FITC-Bim-BH3 fluorescence polarization; inhibition, % at 10.9 µM; actives 0.68% (n = 320,000); AID 2057;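 active means inhibition above the mean inhibition of all tested compounds plus 3 SD, set per campaign, cut at about 40% in these data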;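 further: 0% = DMSO wells and 100% = unlabeled Bim-BH3 peptide control; higher means more loss of mP so more displacement of Bim peptide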
PME-1 inh – blocks human protein phosphatase methylesterase 1. recombinant PME-1, FP-Rh probe fluorescence polarization. inhibition, % at 5.9 µM. actives 0.53% (n = 320,000);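 active means inhibition above the campaign mean of all compounds plus 3 SD, cut at about 26% in these data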;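 further: competitive labeling of PME-1 active site by serine hydrolase directed probe; 0% = PME-1 with DMSO and 100% = wells lacking PME-1 enzyme; inhibitors block probe labeling so polarization falls and inhibition rises; many of its hits are not listed in these tables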
GRK2 inh – inhibitors of human GRK2 displacing RNA aptamer; P25098; bead flow cytometry, FAM-aptamer displacement from GRK2; inhibition of aptamer binding, % at 10 µM; actives 0.59% (n = 330,000);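 active means inhibition of aptamer binding above 40%, roughly 3 SD of noise, on plates passing a quality check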;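 further: median bead fluorescence of bound FAM aptamer so fluorescent compounds give negative values; no value below 0 was filed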
* marks the source's active call; other numbers are inactive results; . = not tested or not shown. An excerpt; rates above refer to the full screens.

smiles	Fam108B counter	MEX-5 binding	GLD-1 RNA inh	VLA-4 inh	Efflux pump mplx	Bcl-xL primary	MCL1 BIM primary	PME-1 inh	GRK2 inh
CC(=O)Nc1ccc(NC(=O)C(C)Oc2ccccc2F)cc1 (stereo not drawn)	3	-2.0	-6	-1	-0.1	6	4	-3	1
COC(=O)N/N=C/c1ccc([N+](=O)[O-])s1	2	0.4	1	4	0.2	3	0	-8	0
CCOc1ccccc1Oc1cn[nH]c1-c1ccc(OCC(=O)NN)cc1O	-10	2.5	-6	5	0.1	-4	-6	-10	0
CCOc1ccc(NC(=O)Cn2nnc(-c3ccccc3NC(=O)c3cccs3)n2)cc1	-7	-1.4	0	10	0.0	-3	-4	-2	0
Cc1onc(-c2c(F)cccc2Cl)c1C(=O)NCc1ccc(F)cc1	2	-3.2	-6	-20	0.1	4	0	0	0
O=[N+]([O-])c1ccc(N2CCCC2)nc1	0	0.8	-3	8	-0.1	6	5	-5	0
COc1ccc(CCN2CC(C(=O)N(C)CCn3nc(C)cc3C)CCC2=O)cc1 (stereo not drawn)	2	0.9	2	9	-0.9	1	-5	0	1
COc1ccccc1C(=O)NCCC(=O)NC1CCC(C)CC1 (stereo not drawn)	.	.	3	-1	0.1	5	2	-3	0
O=C(O)c1cc(NC(=S)NC(=O)C(c2ccccc2)c2ccccc2)ccc1Cl	-4	0.3	-1	1	-0.1	8	5	3	1
CCOC(=O)c1[nH]c(C)c(C(=O)N2CCN(c3ccccc3OC)CC2)c1C	3	2.9	6	-1	0.0	8	7	3	6
COc1ccc(-c2sc(NC(C)=O)nc2-c2ccccc2)cc1	-5	0.4	-1	-6	0.0	4	3	14	3
CCN1CCN(C(=O)CSc2nc3c(c(=O)n(C)c(=O)n3C)n2C)CC1	3	0.6	3	-5	-0.3	2	0	1	0
Cc1ccc(NC(=O)C2CCCN(C(=O)c3ccc(Cl)cc3)C2)c(C)c1 (stereo not drawn)	-6	1.5	3	16	-0.1	-5	-28	1	0
CCN1CCN(Cc2ccc(NC(=O)c3cc(NC(=O)c4cnn(-c5ccccc5)c4N)cc(OC)c3)cc2C(F)(F)F)CC1	-8	-0.5	-1	24	0.0	0	5	-21	0
Cc1c(C)n2c(SCC(=O)NC3CCCCC3)nnc2[nH]c1=O	-1	1.8	2	22	0.0	6	2	4	1
C[C@H](CO)N1C[C@H](C)[C@@H](CN(C)Cc2ccccc2)Oc2ccc(NC(=O)CCCCCC(=O)Nc3ccccc3N)cc2C1=O	.	.	3	2	0.0	.	.	.	0
Cc1cc(C)c(NC(=O)CSc2nc3ccc(NC(=O)CSc4nnnn4-c4ccccc4)cc3s2)c(C)c1	-2	-2.3	-4	-2	0.3	5	3	-11	2
COCCNS(=O)(=O)c1ccc(C)c(C)c1C	3	-0.9	-10	21	0.0	4	4	7	0
COc1ccc(OCc2nnc(SCC(=O)c3c(N)n(C)c(=O)n(C)c3=O)n2-c2ccccc2F)cc1	3	0.6	12	-1	-0.1	-8	-2	2	0
O=C(O)c1ccc2c(c1)NC(=O)C(N1CCCC1)S2 (stereo not drawn)	-1	-12	26	7	0.0	32*	41*	-3	0
CC(=O)Nc1nc(S(=O)(=O)c2ccc(C)cc2)c(Cl)s1	-3	0.2	10	14	-0.2	4	3	-3	2
COc1cccc(CNC(=O)C2CCCN(S(=O)(=O)c3cccc4nonc34)C2)c1 (stereo not drawn)	-2	-1.3	-6	1	0.1	2	1	-5	2
CC1Cc2ccccc2N1C(=O)COC(=O)C1(c2ccccc2F)CCCC1 (stereo not drawn)	0	0.2	-3	11	0.0	0	-3	4	0
COc1ccc(/C=N/NC(=O)c2ccc(O)cc2O)cc1CSc1ccccn1	9	-3.3	4	6	-0.4	8	25	4	15
CN1CCc2c(OCC(=O)N3N=C(c4cccs4)CC3c3ccc(F)cc3)cccc2C1=O (stereo not drawn)	-5	5.0	3	-6	-0.2	2	5	-4	0
Cc1ccc(-n2ncc3c(=O)n(CC(=O)N(C(C)C)C(C)C)cnc32)cc1	2	0.1	7	8	-0.1	3	12	-1	0
CCOc1cc(N2CCOCC2)c(OCC)cc1NC(=O)c1cc(-c2ccco2)nc2ccccc12	4	-0.7	0	-18	0.0	7	14	1	1
CSc1ccc(C(=O)NC2CCSc3ccccc32)cc1 (stereo not drawn)	-3	1.9	-2	4	0.1	-2	-3	2	2

Among those listed so far, these contain a nitro group on carbon.
smiles	Fam108B counter	MEX-5 binding	GLD-1 RNA inh	VLA-4 inh	Efflux pump mplx	Bcl-xL primary	MCL1 BIM primary	PME-1 inh	GRK2 inh
COC(=O)N/N=C/c1ccc([N+](=O)[O-])s1	2	0.4	1	4	0.2	3	0	-8	0
O=[N+]([O-])c1ccc(N2CCCC2)nc1	0	0.8	-3	8	-0.1	6	5	-5	0

Looked up one by one from the list above:
smiles	Fam108B counter	MEX-5 binding	GLD-1 RNA inh	VLA-4 inh	Efflux pump mplx	Bcl-xL primary	MCL1 BIM primary	PME-1 inh	GRK2 inh
CCOC(=O)c1[nH]c(C)c(C(=O)N2CCN(c3ccccc3OC)CC2)c1C	3	2.9	6	-1	0.0	8	7	3	6
CCN1CCN(C(=O)CSc2nc3c(c(=O)n(C)c(=O)n3C)n2C)CC1	3	0.6	3	-5	-0.3	2	0	1	0

Printed as active in MCL1 BIM primary, of those listed so far:
structure | MEX-5 binding | GLD-1 RNA inh | VLA-4 inh | Efflux pump mplx | Bcl-xL primary | MCL1 BIM primary | PME-1 inh | GRK2 inh
O=C(O)c1ccc2c(c1)NC(=O)C(N1CCCC1)S2 (stereo not drawn) | -12 | 26 | 7 | 0.0 | 32* | 41* | -3 | 0

Just GRK2 inh, MCL1 BIM primary and Bcl-xL primary, for six of the compounds above:
canonical_smiles	GRK2 inh	MCL1 BIM primary	Bcl-xL primary
Cc1cc(C)c(NC(=O)CSc2nc3ccc(NC(=O)CSc4nnnn4-c4ccccc4)cc3s2)c(C)c1	2	3	5
C[C@H](CO)N1C[C@H](C)[C@@H](CN(C)Cc2ccccc2)Oc2ccc(NC(=O)CCCCCC(=O)Nc3ccccc3N)cc2C1=O	0	.	.
COCCNS(=O)(=O)c1ccc(C)c(C)c1C	0	4	4
COc1ccc(OCc2nnc(SCC(=O)c3c(N)n(C)c(=O)n(C)c3=O)n2-c2ccccc2F)cc1	0	-2	-8
CC(=O)Nc1nc(S(=O)(=O)c2ccc(C)cc2)c(Cl)s1	2	3	4
COc1ccc(CCN2CC(C(=O)N(C)CCn3nc(C)cc3C)CCC2=O)cc1 (stereo not drawn)	1	-5	1
